# NCI-60 one-dose screen, 48 h, at 10 µM unless noted. Numbers give growth in % (100 = growth as untreated, 0 = no growth, -100 = all killed).
# MCF7 = MCF7 breast cancer | 82,000 tested, 6.3% active | AID 1794796
# HS 578T = HS 578T breast cancer; 78,000 tested, 4.1% active; AID 1794788
# MALME-3M = MALME-3M melanoma. 78,000 tested, 5.8% active. AID 1794766
# LOX IMVI = LOX IMVI melanoma | 79,000 tested, 7.4% active
# BT-549 = BT-549 breast cancer; 78,000 tested, 4.4% active; AID 1794793
# UACC-257 = UACC-257 melanoma | 78,000 tested, 4.4% active
# UACC-62 = UACC-62 melanoma; 81,000 tested, 5.4% active; AID 1794756
# T-47D = T-47D breast cancer; 79,000 tested, 5% active
# * hit, by the source's call; nt = no result given; & = joins results of further samples. The calls were made as follows: active = growth percent below 10; inactive = the rest.
SMILES	MCF7	HS 578T	MALME-3M	LOX IMVI	BT-549	UACC-257	UACC-62	T-47D
CC1OC(n2c3ccccc3c3c4c(c5c6ccccc6[nH]c5c32)C(=O)N(CCN2CCOCC2)C4=O)CC(O)C1O (stereo unspecified)	13	64	49	2.7*	37	32	21	11
CC1(C(=O)c2ccccc2)OC1c1ccccc1 (stereo unspecified)	103	118	106	106	86	106	92	97
CC(C)(C)CC(=O)Nc1ccccc1	97	101	101	102	112	110	100	101
CC(=O)NC1=CC2C(O)c3ccccc3N3C(=O)CO[C@]23C=C1 (stereo partly specified)	101	96	102	103	113	95	97	118
COc1ccc(/C=C2/SC(=O)NC2=O)cc1OC	89	nt	131	83	86	94	81	89
O=Nc1c2cc3ccccc3[nH]c-2c2ccccc12	52	96	nt	68	60	97	82	80
N#Cc1c(-c2ccc(Cl)cc2)nc(NN=Cc2ccc[nH]2)nc1N1CCOCC1	71	95	89	88	17	101	88	65
Cc1ccc(Cn2cc(COc3ccc4c5ccnc(C)c5n(CCCc5ccccc5)c4c3)nn2)cc1	86	90	88	91	90	109	95	90

# (next part)
SMILES	MCF7	HS 578T	MALME-3M	LOX IMVI	BT-549	UACC-257	UACC-62	T-47D
COc1ccc(CNc2nc(N)c(N=O)c(=O)n2C)cc1OC	98	106	105	96	71	115	88	87
NC(=O)c1ccccc1C(=O)O	104	96	131	105	nt	111	106	99
Cc1ccnc(NS(=O)(=O)c2ccc(NC(=O)CSc3nc4ccccc4c(=O)n3-c3ccccc3)cc2)n1	102	97	112	96	112	107	95	104
CCCCCCCCNc1ccccc1	102	109	nt	101	nt	106	103	104
Cn1cc(-c2nnc(N)nc2-c2c[nH]c3ccc(F)cc23)c2cc(F)ccc21	30	84	78	65	71	121	74	26
Cc1c(C(=O)Nc2ccccc2)nnn1-c1ccc(Cl)cc1	90	103	104	100	111	112	91	94
COc1ccc(Nc2cc(Cl)ccc2C(=O)O)cc1	94	nt	103	101	105	102	103	99
CC(C)CCC[C@@H](C)[C@H]1CC[C@H]2[C@@H]3CC=C4c5sc(Nc6ccccn6)nc5CC[C@]4(C)[C@H]3CC[C@]12C	106	107	97	100	124	122	100	103

# Additional records:
SMILES	MCF7	HS 578T	MALME-3M	LOX IMVI	BT-549	UACC-257	UACC-62	T-47D
CCS/C(Nc1ccccc1)=C(\C#N)C(=O)N/N=C/c1ccco1	67	101	96	109	109	84	98	78
COc1ccc2c(c1)N=C(OCCCCl)Cn1c(=O)cc(C)n1-2	99	100	95	101	117	nt	107	90
C/C(=N\O)C(=O)c1ccc(C)cc1	93	117	110	109	nt	93	91	110
O=C(O)[C@@H]1c2ccccc2C(=O)N(c2ccc(F)cc2)[C@H]1c1ccc(F)cc1	97	100	106	101	95	nt	99	82
O=C(NCCc1ccc(F)cc1)Nc1ccc2c(ccn2C(=O)c2cccc(F)c2)c1	84	83	61	72	94	93	75	95
O=C(CSc1nc2ccccc2c(=O)n1-c1ccc(Cl)cc1)N/N=C/c1ccc(N2CCOCC2)cc1	92	116	117	87	107	116	90	109
O=c1oc2cc(OS(=O)(=O)c3ccccc3)ccc2c2c1CCCCC2	50	76	67	64	60	51	57	25
O=C1[C@@H]2[C@H](c3nc4ccccc4c(=O)n31)[C@@H]1C=C[C@H]2C1	92	100	92	98	99	98	95	113

# The listing continues:
SMILES	MCF7	HS 578T	MALME-3M	LOX IMVI	BT-549	UACC-257	UACC-62	T-47D
COc1ccc(C2Nc3nc(SC)n(C)c(=O)c3N=C3c4ccccc4C(=O)C32)cc1 (stereo unspecified)	62	84	103	69	90	99	81	69
NNc1ccc([N+](=O)[O-])c2[nH][nH]c(=O)c12	95	100	100	89	103	86	109	95
O=C(Nc1csnn1)OCc1ccccc1	101	115	129	108	99	110	100	nt
Oc1ccc([S+](c2ccc(O)cc2)c2ccc(O)cc2)cc1	99	nt	106	107	107	98	101	107
O=C(O)C#CC(=O)O	96	98	103	92	112	100	98	96
S=C(Cc1ccc2c(c1)CCCC2)N1CCOCC1	94	115	86	93	101	92	96	80
O=C(NCCN(CCNC(=O)C(=O)c1c[nH]c2ccccc12)CCNC(=O)C(=O)c1c[nH]c2ccccc12)C(=O)c1cc2ccccc2[nH]1	77	112	107	97	73	126	96	79
COc1ccc(-c2nn(-c3cccc(Cl)c3)cc2-c2c(C#N)c(=O)n3[nH]c(-c4ccc(C)o4)nc3c2C#N)cc1	22	38	23	40	35	81	57	32

# An excerpt from above in order of length of the SMILES, rising:
SMILES	MCF7	HS 578T	MALME-3M	LOX IMVI	BT-549	UACC-257	UACC-62	T-47D
COc1ccc(CNc2nc(N)c(N=O)c(=O)n2C)cc1OC	98	106	105	96	71	115	88	87
CCS/C(Nc1ccccc1)=C(\C#N)C(=O)N/N=C/c1ccco1	67	101	96	109	109	84	98	78
O=C(NCCc1ccc(F)cc1)Nc1ccc2c(ccn2C(=O)c2cccc(F)c2)c1	84	83	61	72	94	93	75	95

# Following part.
SMILES	MCF7	HS 578T	MALME-3M	LOX IMVI	BT-549	UACC-257	UACC-62	T-47D
O=C(Nc1ccc(C2=NCCN2)cc1)c1cc(C(=O)Nc2ccc(C3=NCCN3)cc2)ncn1	91	115	nt	78	113	93	106	107
O=[N+]([O-])c1cc(Br)c2c(c1)CCN2	83	94	92	91	100	104	100	87
CC1=CCC(OC(=O)C(C)(O)CCC(O)(C(=O)OC2(C(C)C)CCC3(C)C(C2)[O+]3c2ccc(C(C)C)cc2)C(C)C)(C(C)C)CC1 (stereo unspecified)	90	100	106	99	105	94	100	103
C[C@@H]1CC2C3C[C@H](F)C4=CC(=O)C=C[C@]4(C)[C@@]3(F)[C@@H](O)C[C@]2(C)[C@@]1(O)C(=O)CO (stereo partly specified)	94	112	85	92	81	88	97	100
NS(=O)(=O)c1ccc(NC(=O)CCS(=O)(=O)c2ccccc2)cc1	99	100	108	99	nt	101	103	98
CCCCCC(CCCCC)C(=O)O	100	104	119	110	nt	116	94	100
COC(=O)C1C2CC3c4[nH]c5cc(OC)ccc5c4CCN3CC2CC(O)C1OC (stereo unspecified)	104&110&98	98&109&103	116&106&107	96&93&95	102&119	101&101&114	98&101&104	101&109&105
CC(C)CCC[C@@H](C)[C@H]1CC[C@H]2[C@@H]3CC=C4c5sc(N)nc5CC[C@]4(C)[C@H]3CC[C@]12C	96	90	84	101	109	81	88	95

# (more compounds)
SMILES	MCF7	HS 578T	MALME-3M	LOX IMVI	BT-549	UACC-257	UACC-62	T-47D
CC(/C=C1\SC(=S)N(CCC(=O)NC(Cc2ccccc2)C(=O)O)C1=O)=C\c1ccccc1 (stereo unspecified)	93	109	97	105	86	103	93	104
O=C(Cn1nncc1CN1C(=O)CSC1=O)Nc1ccc(F)cc1	95	98	98	95	99	107	93	98
COc1ccc(-c2nc(-c3cc(OC)cc(OC)c3)[nH]c2-c2ccc(OC)cc2)cc1	35	82	71	61	51	63	37	6.6*
Cc1cc(C)c2c(N)c(C(=O)c3ccc4ccccc4c3)sc2n1	92	107	115	99	109	95	101	89
CCOC(=O)c1ccc(Nc2nc(NN)nc(-c3ccc(F)cc3)c2C#N)cc1	nt	100	98	112	111	103	91	95
CCOC(=O)/C(CC)=N\O	96	95	102	97	97	97	102	88
NC(=O)c1c(N)sc2c1CCCC2	100	111	112	96	98	110	106	105
Cc1cccc(N2CCN(CC(O)COc3ccc4ccccc4c3)CC2)c1 (stereo unspecified)	105&98	93&126	nt	99&99	100&109	112&99	95&94	101&107

# The final two entries of the part above come first, to join the parts:
SMILES	MCF7	HS 578T	MALME-3M	LOX IMVI	BT-549	UACC-257	UACC-62	T-47D
NC(=O)c1c(N)sc2c1CCCC2	100	111	112	96	98	110	106	105
Cc1cccc(N2CCN(CC(O)COc3ccc4ccccc4c3)CC2)c1 (stereo unspecified)	105&98	93&126	nt	99&99	100&109	112&99	95&94	101&107
O=C(O)COc1cccc2ccccc12	84	129	108	115	nt	115	106	117
O=C(N/N=C/c1ccc(Br)cc1)c1ccc(-n2cc(-c3ccccc3)nn2)cc1	87	87	107	89	98	103	98	99
c1c(-c2cc(C3CC3)[nH]n2)n[nH]c1C1CC1	93	101	92	78	94	91	87	nt
O=C(Nc1ccc(Cl)cc1[N+](=O)[O-])C(=O)Nc1ccc(Cl)cc1[N+](=O)[O-]	103	115	104	102	108	101	98	103
N#C/C(C(=O)Nc1ccc(S(N)(=O)=O)cc1)=C1\C(=O)Nc2ccc(F)cc21	99	101	97	98	107	96	97	96
O=S(=O)(c1ccc(NCn2ccnc2)cc1)c1ccc(NCn2ccnc2)cc1	99	112	122	99	102	109	105	104
CC(=O)NC(C)(C)CC(C)(C)C	98	102	113	105	123	nt	108	105
COc1cc(/C=C/C(=O)N2CCN(C(=O)/C=C/c3cc(OC)c(OC)c(OC)c3)CC2)cc(OC)c1OC	113	99	127	101	88	94	89	nt

# Next section.
SMILES	MCF7	HS 578T	MALME-3M	LOX IMVI	BT-549	UACC-257	UACC-62	T-47D
O=S(=O)(O)c1ccc(O)c(C2CCCCC2)c1	92	116	nt	105	98	99	109	89
COc1ccc(-c2cc(-c3ccc(OC)cc3)n3nc(N)nc3n2)cc1	93	106	129	98	104	118	101	102
Cc1nonc1C(=O)N1CCC[C@H](C(=O)c2ccc3c4c(cccc24)CC3)C1	86	89	96	87	94	98	92	102
CC(=O)N(c1cc(C)ccc1C)c1ccccc1[N+](=O)[O-]	103	102	nt	101	106	99	97	102
Cc1n[nH]c(C)c1N=Nc1cccc2c1C(=O)c1ccccc1C2=O	81	97	124	70	100	111	90	79
COc1ccc(-n2ncn(Cc3nc(-c4ccccc4)n[nH]3)c2=O)cc1	92	111	107	77	82	76	96	55
Nc1ncnc2sc(-c3ccc(Cl)nc3)c(-c3ccccc3)c12	107	98	95	91	110	97	91	79
CN1C(=O)C(C2=NN(c3ccc(Cl)cc3)C(c3ccc(F)cc3)C2)C(=O)N(C)C1=O (stereo unspecified)	60	108	119	96	97	100	69	87

# (listing goes on)
SMILES	MCF7	HS 578T	MALME-3M	LOX IMVI	BT-549	UACC-257	UACC-62	T-47D
Cc1ccc(C(=O)Nc2ccccc2OCc2cccc(C(=O)NCCN)c2)[nH]1	93	103	99	101	97	110	96	107
NC(=O)C(NN=C(c1ccccc1)c1ccccc1)c1ccccc1 (stereo unspecified)	100	98	114	95	112	104	95	94
COc1cc2c(cc1OCCCOC1=C=C=C(c3ccc4c(c3)c3cc(-c5ccc(OCCCOc6cc7c(cc6OC)C(=O)N6CCC[C@H]6C=N7)cc5)ccc3n4S(=O)(=O)c3ccc(C)cc3)C=C1)N=C[C@@H]1CCCN1C2=O	23	2.2*	240	-14*	277	53	-14*	37
O=C(CNc1ccc(Br)cc1)N1CCN(c2ncnc3c2cnn3-c2ccccc2)CC1	41	56	69	53	68	68	33	27
CCN1C(=O)N(CC)C2C1NN=c1s/c(=C\c3cnc(C)n3C)c(=O)n12 (stereo unspecified)	15	-1.8*	30	34	50	30	31	25
CC(O)(c1ccc(Cl)cc1)c1ccccn1 (stereo unspecified)	95	112	105	99	87	88	96	87
O=S(=O)(Nc1ccc2ccccc2n1)c1cc(Cl)ccc1Cl	100	113	93	94	117	97	102	102
Cc1ccc(S(=O)(=O)NCCCNc2nccc(-c3[nH]c(-c4ccccc4)nc3-c3ccc(Cl)c(O)c3)n2)cc1	88	118	11	74	104	67	34	89

# Next section
SMILES	MCF7	HS 578T	MALME-3M	LOX IMVI	BT-549	UACC-257	UACC-62	T-47D
C=C(C)CNC(=O)c1ccc(OC)c(OC)c1	93	96	101	99	96	102	99	99
C=C1C(=O)O[C@H]2[C@H]1CC/C(COC(=O)NCc1ccc(Cn3c(=O)sn(CCCCC)c3=O)cc1)=C\CC[C@@]1(C)O[C@@H]21	6.3*	71	-15*	-12*	43	47	47	0.5*
CNC(=O)c1cc(N2CCc3cc(NC(=O)Nc4ccc(N5CCN(C)CC5)c(C(F)(F)F)c4)ccc32)ccn1	-2.1*	61	68	-78*	85	104	104	81
O=C(Oc1ccc2ccccc2c1)c1ccccc1O	107	99	115	103	106	103	103	94
O=[N+]([O-])c1ccc(O)c(CN(CCO)CCO)c1	93	102	113	95	nt	86	105	102
O=C(Nc1ccc(NS(=O)(=O)c2ccc(C(F)(F)F)cc2)cc1)C12CC3CC(CC(C3)C1)C2	75	92	98	98	105	96	83	71
C[C@@H]1CN(C=O)[C@@H](C)CN1C(=S)Nc1ccccc1	101	109	nt	nt	108	99	98	95
NC(=O)c1cnn2ccn(C3OC(CO)C(O)C3O)c12 (stereo unspecified)	95	96	106	101	109	nt	105	102

# Further results follow:
SMILES	MCF7	HS 578T	MALME-3M	LOX IMVI	BT-549	UACC-257	UACC-62	T-47D
Cc1ccc2nc(-c3ccc(-c4n[nH]c(=S)o4)cc3)[nH]c2c1	86	96	95	96	96	89	96	98
COc1ccc(-c2cc(=O)oc3c4c(ccc23)OCN(Cc2ccc(F)cc2)C4)cc1	49	83	77	73	66	40	62	63
CS(=O)(=O)c1ccc(C(=O)N/N=C/c2ccccc2F)cc1	92	101	105	97	98	58	99	88
COc1ccc(-c2nc(N)nc(-c3nc(N)nc(-c4ccc(OC)cc4)c3-c3ccc(OC)cc3)c2-c2ccc(OC)cc2)cc1	88	83	87	85	86	109	65	nt
O=C(NC1CCCCC1)c1ccccc1Cl	99	94	98	95	105	109	95	97
CCCCNCc1ccc(N(CC)CC)cc1	101	97	207	93	100	103	nt	118
C=C(C)[C@@H]1CC[C@]2(C(=O)NC3CCCCC3)CC[C@]3(C)[C@H](CC[C@@H]4[C@@]5(C)CCCNC(C)(C)[C@@H]5CC[C@]43C)[C@@H]12	17	79	-6.9*	-92*	85	-9.6*	12	-33*
CC/C=C\C[C@H](O)C/C=C1/C(=O)C=C[C@@H]1C/C=C\CCCCO	13	76	35	-69*	-8.7*	34	-23*	22
CN(C)C(=O)OCC1COc2ccccc2O1 (stereo unspecified)	97	nt	104	102	105	99	96	106
CCOC(=O)c1c(NC(=O)c2cccc(C(F)(F)F)c2)sc2c(CN3CCN(C)CC3)c(O)ccc12	-85*	76	-87*	-95*	102	28	-68*	21

# Screening data: PubChem, NCI
